# MKP-1 inh = MKP-1 phosphatase inhibitors, primary screen, biochemical, in vitro | Dual specificity protein phosphatase 1 (Homo sapiens), P28562 | AID 374, 2006 | inhibition, %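 (compounds tested at a single concentration somewhere between 10 and 100 µM)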 | 0.15% of 65,000 active | recombinant MKP-1, OMFP hydrolysis fluorescence;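 active means inhibition above about 50%, limit read from the data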;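 further: 0% = DMSO max control wells and 100% = wells with enzyme stopped by NaOH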
# MMP-13 inhibitor = human MMP13 inhibitors, primary screen, biochemical, FRET peptide cleavage; 0.07% of 65,000 active; Collagenase 3 (Homo sapiens), P45452; MMP-13 fTHP FRET cleavage, Mca fluorescence; inhibition, % at 4 µM;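 active means inhibition above the mean of compound-free control plate wells plus 3 SD, cut at about 14% in these data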;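 further: 0% = DMSO wells and 100% = wells with reference MMP-13 inhibitor after basal subtraction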
# Hsp90 block = tumor Hsp90 inhibitors, primary screen, cell lysate, fluorescence polarization, NCI-N417 lysate; Cy3B-geldanamycin FP displacement; inhibition, % at 30 µM; 0.35% of 64,000 active;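 active means inhibition above 50%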;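 further: 0% = tracer plus lysate wells and 100% = tracer alone without lysate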
# FXIIa inh mix = human factor XIIa inhibitors, primary screen, biochemical, pooled compound mixtures, fluorogenic substrate | purified FXIIa | inhibition, % at 5 µM | 0.2% of 62,000 active | AID 684, 2007;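 further: 0% = enzyme without compound and 100% = no enzyme blank; some results filed as inactive read as strong as hits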
# JNK3 blocker = JNK3 kinase activity inhibitors, primary screen, biochemical, human, purified enzyme; Mitogen-activated protein kinase 10 (Homo sapiens), P53779; HTS; inhibition, % at 8 µM; 0.61% of 60,000 active; AID 746, 2007; in the data active means inhibition above about 17%;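 further: 0% = DMSO and 100% = reference inhibitor; many of its hits are not listed in these tables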
# Target sequence (P53779 whole entry, looked up): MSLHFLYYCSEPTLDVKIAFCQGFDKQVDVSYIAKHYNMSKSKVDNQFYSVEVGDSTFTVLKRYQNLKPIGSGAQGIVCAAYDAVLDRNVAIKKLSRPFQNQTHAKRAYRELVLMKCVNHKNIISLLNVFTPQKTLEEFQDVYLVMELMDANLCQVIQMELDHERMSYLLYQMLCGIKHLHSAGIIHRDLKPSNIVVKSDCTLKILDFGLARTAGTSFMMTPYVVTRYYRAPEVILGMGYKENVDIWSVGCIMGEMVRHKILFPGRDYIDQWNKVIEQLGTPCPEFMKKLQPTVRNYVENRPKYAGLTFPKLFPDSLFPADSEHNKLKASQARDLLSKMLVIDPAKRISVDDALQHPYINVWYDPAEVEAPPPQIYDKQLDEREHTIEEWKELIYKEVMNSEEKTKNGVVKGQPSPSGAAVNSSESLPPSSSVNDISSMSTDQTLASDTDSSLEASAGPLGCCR
# AP ELISA ortho = alternative complement pathway inhibitors, primary screen, biochemical, ELISA, human serum, orthogonally pooled compounds; LPS-coated ELISA, C3 deposition; tested in compound mixtures; inhibition, % at 5 µM; 0.08% of 62,000 active; AID 1235, 2008;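 active means inhibition above 30% in each of the two pooled mixtures holding the compound, so the lower value exceeds 30%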;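 further: 0% = serum in Mg-EGTA without compound and 100% = EDTA serum blank; some compounds past the cut are filed as inactive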
#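 Assay system: Human serum alternative complement pathway, C3 deposition on LPS-coated wells | Incubation: 1 h serum-compound exposure at 37 °C | Doses: 5 µM per compound in ten-compound mixtures | Read-out: Percent inhibition | Technique: ELISA with HRP anti-human C3 antibody, TMB substrate, absorbance 450 nm | Replication: Two pool placements per compound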
# FXIa inh mix = FXIa protease inhibitors in compound pools, primary screen, biochemical, 10-compound mixtures; Coagulation factor XI (Homo sapiens), P03951; inhibition, % at 5 µM; purified FXIa, fluorogenic substrate, pooled mixtures; 0.19% of 62,000 active;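 further: each value is inhibition by a whole ten-compound pool holding the compound; 0% = enzyme with no mixture and 100% = wells lacking enzyme; strong numbers were not always called active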
# Target sequence (P03951 19-387 limits assumed): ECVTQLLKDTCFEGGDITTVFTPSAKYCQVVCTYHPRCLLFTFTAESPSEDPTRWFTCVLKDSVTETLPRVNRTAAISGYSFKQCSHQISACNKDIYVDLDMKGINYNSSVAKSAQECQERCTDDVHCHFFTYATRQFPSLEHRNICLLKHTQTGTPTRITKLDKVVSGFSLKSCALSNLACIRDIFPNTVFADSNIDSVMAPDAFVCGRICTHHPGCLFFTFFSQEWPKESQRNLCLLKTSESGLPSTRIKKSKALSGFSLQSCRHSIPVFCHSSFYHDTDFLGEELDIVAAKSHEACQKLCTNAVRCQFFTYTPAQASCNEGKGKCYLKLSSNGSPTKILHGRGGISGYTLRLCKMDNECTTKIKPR
# Target sequence (P03951 388-625 limits assumed): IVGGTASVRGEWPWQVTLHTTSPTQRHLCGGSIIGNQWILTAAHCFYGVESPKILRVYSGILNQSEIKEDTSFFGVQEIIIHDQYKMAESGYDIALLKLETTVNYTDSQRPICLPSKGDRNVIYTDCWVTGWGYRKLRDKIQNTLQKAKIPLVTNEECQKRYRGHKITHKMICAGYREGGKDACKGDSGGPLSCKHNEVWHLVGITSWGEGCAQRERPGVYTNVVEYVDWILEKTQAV
# Cdc25B inh = inhibitors of Cdc25B phosphatase catalytic domain, primary screen, biochemical, OMFP fluorescence. 0.1% of 65,000 active. inhibition, %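 (compounds tested at 10 µM final in the well)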. recombinant Cdc25B, OMFP fluorescence Ex485/Em525; in the data active means inhibition above about 50%
# Abs 340nm = compound light absorbance at 340 nm, profiling panel, artefact control, biochemical, MLSMR library, data from PS, PMK, MK assays; compound absorbance at 340 nm, fold over control; fold change at 10 µM; 65,000 tested, under 10 active; AID 708, 2007;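 active means at 10 µM dose, initial 340 nm absorbance at least 2 fold that of control wells; inactive means change under 2 fold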;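 further: initial absorbance extrapolated from kinetic A340 decline of NADH oxidation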
# Numbers without * were called inactive; · = not tested or not shown; [ ] = remark or other dose. Unless noted, no stated cut-off is given here; in the data, active means inhibition above about 20% (passing the limit was not always enough); inactive means the rest.
SMILES,MKP-1 inh,MMP-13 inhibitor,Hsp90 block,FXIIa inh mix,JNK3 blocker,AP ELISA ortho,FXIa inh mix,Cdc25B inh,Abs 340nm
Cc1cccc(Cn2c(SCCN3CCOCC3)nc3c2c(=O)n(C)c(=O)n3C)c1,12,-2,0,-17,-2,7,-6,-7,1
CCc1nc(NCC(C)C)c(C#N)c2c1COC(C)(C)C2,10,-7,-5,·,-5,·,·,28,1
C=CCN(CC=C)S(=O)(=O)c1ccc2nsnc2c1,7,8,-4,13,0,14,6,8,1.1
C=CCSc1nnc(-c2ccncc2)n1-c1ccc(OCC)cc1,11,4,-2,-1,-4,19,8,1,1
O=C(C1CCC(CNc2nc(=S)[nH]c3ccccc23)CC1)N1CCN(c2ccccn2)CC1 (stereo not given),13,-4,-6,2,·,19,3,-16,1
O=C1OCc2cc(NC(=O)C3CCCCC3)ccc21,-7,2,-3,-23,-6,22,8,-1,1
COc1ccc(C(C(=O)NC2CCCC2)N(CCN(C)C)C(=O)c2snc(C(N)=O)c2N)cc1 (stereo not given),1,-10,1,-6,9,-6,3,-3,1.1
CCOC(=O)c1cc2sc(C)cc2n1C(C)C(=O)OCC (stereo not given),-11,1,2,1,2,0,9,-4,0.98
O=C(CCc1nc(-c2ccccc2F)no1)NCc1ccco1,13,3,-10,0,0,4,-13,-5,1
O=C(CCN1CCN(C(=O)c2ccco2)CC1)Nc1ccc(F)cc1,3,3,-1,8,2,4,8,-8,0.97
O=C1C(=O)N(Cc2cccnc2)C(c2ccccn2)/C1=C(/O)c1ccc(F)cc1 (stereo not given),-18,1,-1,·,-2,·,·,5,1.1
Cc1ccccc1Cn1nc(C)c(NC(=O)c2cc3n(n2)C(C(F)F)CC(C(F)F)N3)c1C (stereo not given),11,4,1,-2,-2,8,-2,-11,1
COc1ccc(N2C(=O)CC(N(Cc3ccc(S(N)(=O)=O)cc3)C(C)=O)C2=O)cc1 (stereo not given),-11,2,-4,3,-6,25,6,0,1
CCCOc1cccc(C(=O)Nc2cccnc2)c1,-9,2,-1,9,2,12,1,-2,1
CN1CCN(C(=O)c2ccccc2-c2nc(-c3ccccc3)no2)CC1,-15,1,-2,1,2,20,0,-5,0.98
CCOc1ccc(C(=O)O)cc1OC,3,7,2,-2,1,-8,5,-13,1
Cc1nc(NS(=O)(=O)c2ccccc2)sc1NC(=O)OCCN(C)C,-15,1,-1,·,2,·,·,18,1
CCCCNC(=O)c1cc2c(=O)n3cccc(C)c3nc2n(CCN2CCOCC2)c1=N,2,-378[fluorescence artefact?],-11,1,1,-8,-29,5,1.1
O=C(NCN1CCN(c2ccccc2F)CC1)c1ccccc1,-8,2,-1,-6,2,3,3,-17,0.98
CCOC(=O)N1CCN(C(=O)Cn2nc(-c3ccc(Cl)cc3)ccc2=O)CC1,4,-4,-3,3,-3,-4,0,-12,1
O=C(NC1CCCC1)C1CC(=O)N(C2CCCCCCC2)C1 (stereo not given),2,-3,0,3,4,20,5,-9,1
N#CCCn1cnc2ccccc21,9,0,-2,4,-5,8,-20,2,1
O=C(CCC(=O)c1cccs1)OCC(=O)N1CCN(S(=O)(=O)c2ccccc2)CC1,2,1,0,-20,0,0,1,-3,1.1
CCCCCCn1c(C(C)NC(=O)c2ccco2)nc2ccccc21 (stereo not given),43,0,-1,0,0,4,-1,4,1
C=CCn1c(=N)n(CC(=O)O)c2ccccc21,1,0,2,5,-2,13,6,-4,0.95
# The list continues:
SMILES,MKP-1 inh,MMP-13 inhibitor,Hsp90 block,FXIIa inh mix,JNK3 blocker,AP ELISA ortho,FXIa inh mix,Cdc25B inh,Abs 340nm
Cc1ccc(S(=O)(=O)N(C)c2ccc(C(=O)N3CCC(C(N)=O)CC3)cc2)cc1,-2,1,-3,-7,3,12,5,-11,1
COc1ccc(OC)c2[nH]c(=O)c(CCNC(=O)C3CCCCC3)cc12,3,5,1,-16,-2,12,9,-5,1
O=C1CC(Nc2ccc(N3CCOCC3)cc2)C(=O)N1c1ccccc1F (stereo not given),1,8,14,-17,-9,7,6,2,1
Cc1ccc(SCCN2C(=O)NC(C)(C)C2=O)cc1,9,5,-5,0,-5,15,2,-8,1
CC1CCN(S(=O)(=O)c2cccc(-c3nnc(-c4cccnc4)o3)c2)CC1,11,3,-8,9,-4,-24,10,-8,1
Cn1c(NCc2c[nH]c3ccccc23)nc2ccccc21,-6,2,-1,·,4,·,·,0,0.98
CCn1c(SCC(=O)N2CCCC2)nc2c1c(=O)n(C)c(=O)n2C,-23,1,-3,6,-2,3,0,-19,1
CC(NC(=O)C1CC=CCC1C(=O)O)C1CC2CCC1C2 (stereo not given),8,3,-1,18,1,5,4,7,1
Cc1ccc(CNC(=O)CCCOc2cc(=O)n(C)c3ccccc23)o1,34,-4,-5,6,-5,7,-5,-12,1
COc1ccc(-n2c(SCC(=O)Nc3ccc4c(c3)OCO4)nc3c(c2=O)SCC3)cc1,22,-18,-6,3,-3,28,7,-30,1.1
CC1=C(C(=O)OC(C)C)C(c2cccs2)n2ncnc2N1 (stereo not given),-1,2,-1,22,1,16,1,-8,1
c1ccc2c(c1)CCN(c1nc3cc4c(cc3s1)OCCO4)C2,8,4,-2,-15,0,11,5,-2,1
ON=C1/C(=N\O)CC2(C/C1=N/O)OCCO2,2,2,1,5,0,4,-7,-3,0.99
CCN(CC)C(c1ccc(F)cc1)c1nnnn1C1CCCCC1 (stereo not given),-9,-1,-2,3,3,2,8,-5,0.98
CC(C)N(C=O)C1(C(=O)NC2CCCCC2)CCCCC1,-1,2,0,6,2,11,-6,-7,0.98
CCCC(NS(=O)(=O)c1ccc(Br)cc1)C(=O)O (stereo not given),11,-22,-6,-5,5,15,1,-2,1
CCCN1C(=O)C(O)(CC(=O)c2ccc3c(c2)OCCO3)c2ccccc21 (stereo not given),-6,2,-9,-8,-7,22,-1,5,1
COc1cccc(-c2nc(CS(=O)(=O)CC(=O)Nc3cccc(C)c3C)c(C)o2)c1,4,-10,2,10,6,19,9,-12,1
CC(C)N(Cc1nc(-c2ccc(Cl)cc2)no1)C(=O)C12CC3CC(CC(C3)C1)C2,4,2,-2,-7,7,16,4,-16,1
Cc1ccc(N2CC(C(=O)NC3CCSC3=O)CC2=O)cc1 (stereo not given),-7,-2,0,-17,-1,-14,-3,-3,1
CNc1nnc(-c2cccc(N(C)C)c2)s1,-1,-19,0,9,-9,15,8,-16,1
COc1cccc(/C=N/n2cnnc2)c1OCc1ccccc1,0,·,-2,-11,·,8,1,1,0.98
Nc1nc(-c2c[nH]c3ccccc23)cs1,1,-5,-8,7,7,9,6,4,1
CCC(=O)N1CCN(CCN=Cc2c(O)n(C3CCCCC3)c(=O)n(C3CCCCC3)c2=O)CC1,37,-4,0,0,-14,17,8,-6,1.1
CCOC(=O)Cc1nn2c(=O)cc(C)nc2s1,9,4,-8,2,-3,0,3,-7,1

# Arranged by number of heavy atoms (largest number first): part of the list above.
SMILES,MKP-1 inh,MMP-13 inhibitor,Hsp90 block,FXIIa inh mix,JNK3 blocker,AP ELISA ortho,FXIa inh mix,Cdc25B inh,Abs 340nm
COc1cccc(-c2nc(CS(=O)(=O)CC(=O)Nc3cccc(C)c3C)c(C)o2)c1,4,-10,2,10,6,19,9,-12,1
CCCN1C(=O)C(O)(CC(=O)c2ccc3c(c2)OCCO3)c2ccccc21 (stereo not given),-6,2,-9,-8,-7,22,-1,5,1
CCN(CC)C(c1ccc(F)cc1)c1nnnn1C1CCCCC1 (stereo not given),-9,-1,-2,3,3,2,8,-5,0.98
CC1=C(C(=O)OC(C)C)C(c2cccs2)n2ncnc2N1 (stereo not given),-1,2,-1,22,1,16,1,-8,1
CCOC(=O)Cc1nn2c(=O)cc(C)nc2s1,9,4,-8,2,-3,0,3,-7,1
Nc1nc(-c2c[nH]c3ccccc23)cs1,1,-5,-8,7,7,9,6,4,1

# Additional compounds.
SMILES,MKP-1 inh,MMP-13 inhibitor,Hsp90 block,FXIIa inh mix,JNK3 blocker,AP ELISA ortho,FXIa inh mix,Cdc25B inh,Abs 340nm
O=C(Cn1nnc2ccccc2c1=O)NCc1ccco1,2,-1,-6,4,3,21,2,-3,1
COc1ccccc1C1/C(=C(/O)c2ccc(C)cc2)C(=O)C(=O)N1CCN1CCOCC1 (stereo not given),-15,2,0,-3,-1,12,0,23,1.1
O=C1CC(c2ccc(F)cc2)Cc2nc(NCc3ccco3)ncc21 (stereo not given),-9,-1,1,4,2,1,4,-1,1
O=C(O)C1CCCCC1C(=O)NCc1ccc(F)cc1 (stereo not given),12,4,50,-3,-4,2,6,-4,1
COc1cc(NC(=O)c2ccco2)c(OC)cc1NC(=O)CSc1ncc(-c2ccc(F)cc2)[nH]1,-31,3,-3,-2,-5,12,9,-29,1.1
O=C(CCN1CCOCC1)Nc1ccc2c(c1)N(C(=O)CN1CCOCC1)c1ccccc1CC2,-17,-1,5,-3,4,-7,9,5,0.98
COc1ccc(N=C2SC(CC(=O)Nc3ccccc3)C(=O)N2CC2CCCO2)cc1 (stereo not given),15,2,-4,2,3,7,8,23,1
Cc1nc2sc(C(c3ccco3)N3CCOCC3)c(O)n2n1 (stereo not given),4,2,-3,·,6,·,·,12,1.1
O=C(O)C1CCCCC1C(=O)NCCc1ccncc1 (stereo not given),0,5,-1,7,-6,11,6,-2,1
Cc1c(NC(=O)NC(C)N2C(=O)C3C4C=CC(C4)C3C2=O)c(=O)n(-c2ccccc2)n1C (stereo not given),10,1,1,-1,1,12,10,6,0.95
Cc1cc(C(=O)NC2=NCCS2)cs1,3,0,-3,0,-4,13,12,-5,1
CCC(=O)Nc1cccc(-n2nnnc2SCC(=O)NCc2ccco2)c1,-31,2,-2,3,-7,-5,2,-4,1
CCCCn1c(O)c(C(CC)=Nc2ccc3c(c2)CCC3)c(=O)[nH]c1=O,2,2,2,-1,-6,16,6,-22,1.1
CCOC(=O)c1c(-c2ccc(C)o2)csc1NC(=O)CSc1nncs1,-12,-2,-7,8,-4,6,3,1,1
CC(=O)N1CCN(Cc2nc3cc(NS(C)(=O)=O)ccc3n2C)CC1,12,2,-14,2,4,16,10,-6,1
Cn1c(SCC(=O)Nc2ccc3c(c2)OCO3)nnc1-c1cnccn1,-4,-2,1,-3,-5,3,6,-12,0.99
COC(=O)[C@@H](NC(=O)NCc1cccc(OC)c1)C(C)C,-13,-1,-1,-1,2,-9,-1,6,1
COc1ccc(NC(=O)CN2CCN(c3ccc(F)cc3)CC2)cc1Cl,3,-4,1,-12,1,-4,-4,-7,0.97
N=c1oc2ccccc2cc1-c1nc2ccccc2c(=O)[nH]1,8,3,-3,35*,-11,27,4,-5,1.1
CCCCc1nccn1CCn1ccnc1CCCC,1,7,-2,11,-2,5,3,1,0.98
COc1ccc(CC(=O)Nc2nc(C)cs2)cc1OC,0,-1,1,2,32*,6,7,5,1
Cn1c(C(=O)Nc2ccc3c(c2)OCCO3)cc2c(=O)n(C)c3ccccc3c21,12,4,-2,1,-2,16,9,-3,1.1
Cc1ccc(NC(=O)CN2CCCCCC2)c(Br)c1,-4,3,-1,0,3,-7,-7,-9,1.1
CSCCC(NC(=O)c1ccco1)C(=O)O (stereo not given),1,2,0,6,·,-4,-12,-5,0.99
CCCn1c(N)c(C(=O)CSc2nc3ccccc3n2CCC#N)c(=O)n(C)c1=O,-6,6,1,2,3,-8,2,-8,1.1

# Screening data from PubChem BioAssay.
